LMP1 NFkB inh = EBV LMP1-driven NF-kappaB luciferase reporter inhibitors, primary screen, cell-based, luminescence, single point. LMP1-induced NF-kappaB luciferase reporter cells. inhibition, % at 12.5 µM. 350,000 tested, 0.69% active; in the data active means inhibition above about 41%;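 further: 0% = neutral control wells and 100% = reference inhibitor control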
Vif imaging = HIV Vif self-association inhibitors, primary screen, imaging, HEK293T, single point. HEK293T cells, Vif self-association by quenched fluorescence, 24 h. inhibition, % at 7.49 µM. 340,000 tested, 0.35% active; in the data active means inhibition above about 50%, passing the limit was not always enough; further: some results filed as inactive read as strong as hits
NR2F2 inh = NR2F2 transcriptional activity inhibitors, primary screen, cell-based, luciferase reporter, HEK293T, luminescence. COUP transcription factor 2 (Homo sapiens), P24468. HEK293T NGFI-A luciferase reporter. inhibition, % at 8.6 µM. 370,000 tested, 0.7% active;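 active means inhibition above a per-plate cutoff, mean inhibition of test wells between control levels plus 3 SD, cut at about 38% in these data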;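 further: cells cotransfected with COUP-TFII expression vector driving the NGFI-A reporter; 0% = median of COUP-TF2 test wells and 100% = reporter-only cells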
Target sequence (P24468 whole entry, looked up): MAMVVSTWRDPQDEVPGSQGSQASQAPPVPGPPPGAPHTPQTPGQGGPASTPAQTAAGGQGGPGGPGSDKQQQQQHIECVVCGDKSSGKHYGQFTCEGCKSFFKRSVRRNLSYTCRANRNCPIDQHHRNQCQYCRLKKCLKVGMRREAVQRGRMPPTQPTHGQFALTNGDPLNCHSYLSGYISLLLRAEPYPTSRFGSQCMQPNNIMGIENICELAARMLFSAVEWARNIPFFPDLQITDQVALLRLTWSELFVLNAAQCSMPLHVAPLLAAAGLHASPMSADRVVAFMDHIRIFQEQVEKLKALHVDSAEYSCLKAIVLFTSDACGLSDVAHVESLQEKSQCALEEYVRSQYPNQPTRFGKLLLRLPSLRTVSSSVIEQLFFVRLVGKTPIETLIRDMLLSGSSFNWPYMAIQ
NOD2-RIPK2 inh = NOD2-RIPK2 binding disruptors in cells, primary screen, fluorescence, CHO cells, BLA complementation | Receptor-interacting serine/threonine-protein kinase 2 (Homo sapiens), O43353 | CCF4 ratio | inhibition, % at 4.98 µM | 360,000 tested, 0.38% active; in the data active means inhibition above about 21%;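 further: 0% = vehicle only and 100% = reference blocker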
LRH-1 inv ag = LRH-1 (NR5A2) inverse agonists, primary screen, cell-based, luminescence, HEK293T, StAR-luciferase reporter. LRH-1 transfected, 24 h. inhibition, % at 3.6 µM. 360,000 tested, 0.13% active;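 active means inhibition above the mean inhibition of all tested compounds plus 3 SD, cut at about 73% in these data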;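 further: 0% = DMSO wells and 100% = reporter-only cells lacking LRH-1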
Target sequence (O00482 whole entry, looked up): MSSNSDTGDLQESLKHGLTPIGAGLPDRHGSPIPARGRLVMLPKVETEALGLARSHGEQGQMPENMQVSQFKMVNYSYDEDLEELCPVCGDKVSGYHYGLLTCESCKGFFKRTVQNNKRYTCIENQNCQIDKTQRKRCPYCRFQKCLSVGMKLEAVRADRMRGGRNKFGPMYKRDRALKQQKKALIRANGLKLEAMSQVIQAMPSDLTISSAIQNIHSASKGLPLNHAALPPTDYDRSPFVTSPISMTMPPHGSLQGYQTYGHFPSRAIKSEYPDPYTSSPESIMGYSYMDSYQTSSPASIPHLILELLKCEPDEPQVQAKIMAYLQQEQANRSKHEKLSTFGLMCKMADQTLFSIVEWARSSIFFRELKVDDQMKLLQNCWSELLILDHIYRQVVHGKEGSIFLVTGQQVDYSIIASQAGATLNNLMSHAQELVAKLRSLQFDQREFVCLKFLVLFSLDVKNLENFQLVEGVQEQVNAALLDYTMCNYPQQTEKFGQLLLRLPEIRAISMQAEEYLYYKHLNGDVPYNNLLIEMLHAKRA
SRC2 inh = inhibition of GAL4-SRC2 driven luciferase reporter, primary screen, SRC2 inhibitor project, cell-based, luminescence; 370,000 tested, 0.17% active; HEK293 GAL4-SRC2 luciferase reporter; Nuclear receptor coactivator 2 (Homo sapiens), Q15596; inhibition, % at 9 µM;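 active means inhibition above the mean inhibition of all tested compounds plus 3 SD, set per campaign, cut at about 52% in these data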;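 further: 0% = DMSO treated cells and 100% = cells given Gossypol at 36 µM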
C8 TRAIL sens = viability loss with TRAIL in NB7+C8 cells, primary screen, TRAIL sensitizer project, cell-based, ATPlite luminescence | inhibition (viability loss, TRAIL sensitization), % at 10 µM | AID 624354, 2012 | 360,000 tested, 1% active;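 active means compounds causing at least 50% loss of cell viability in the single-dose screen, relative to plate controls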
SRC1 inh = SRC1 coactivator transcriptional activity inhibitors, primary screen, cell-based, luminescence; 360,000 tested, 0.12% active; HEK293 GAL4-SRC1 luciferase reporter; inhibition, % at 3.6 µM; Nuclear receptor coactivator 1 (Homo sapiens), Q15788;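 active means inhibition above the campaign mean plus 3 SD, with each screening campaign given its own cutoff, cut at about 60% in these data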;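 further: 0% = DMSO treated cells and 100% = gossypol at 36 µM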
TROY NFkB inh = inhibitors of TROY-driven NF-kB signaling, primary screen, Q293 LMP1-TROYcd cells, NF-kB luciferase, uHTS; Q293 LMP1-TROYcd NF-kB luciferase reporter, 4 h; AID 1347056, 2019; 360,000 tested, 0.98% active; inhibition, % at 10 µM;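 active means compounds whose plate-normalised and pattern-corrected inhibition of the luciferase reporter signal at the single screening dose is 50% or more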
NCOA3 inh = SRC3 coactivator transcriptional activity inhibitors, primary screen, cell-based, luminescence; AID 588352, 2011; HEK293 GAL4-SRC3 luciferase reporter; inhibition, % at 3.6 µM; Nuclear receptor coactivator 3 (Homo sapiens), Q9Y6Q9; 360,000 tested, 0.17% active;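 active means inhibition above a per-campaign cutoff, the mean of all compounds plus 3 SD, cut at about 60% in these data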;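 further: 0% = DMSO-treated cells and 100% = gossypol-treated cells at 36 µM; higher means less SRC3-driven luciferase light from the GAL4 reporter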
TLR9-MyD88 block = inhibitors of TLR9-MyD88 association in cells, primary screen, cell-based, CHO, BLA complementation, fluorescence; inhibition, % at 4.98 µM; 340,000 tested, 0.21% active; CCF4 FRET ratio; AID 504734, 2011;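 active means inhibition above the mean over all tested compounds plus 3 SD, cut at about 21% in these data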;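 further: 0% = DMSO only wells and 100% = clavulanate BLA inhibitor control wells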
Starred values were filed as active, the others as inactive. An excerpt (hit frequency here may not be typical).

Cc1cscc1-c1nc(NCC2CC2)nc2ccsc12 was read as Vif imaging -20, NR2F2 inh 3, NOD2-RIPK2 inh -3, LRH-1 inv ag -9, SRC2 inh 5, C8 TRAIL sens 14, SRC1 inh 14, TROY NFkB inh 4 and NCOA3 inh -5.
O=C1CCC(=O)N1CC(=O)N1CCCc2ccccc21 was read as LMP1 NFkB inh -3, Vif imaging 6, NR2F2 inh -2, NOD2-RIPK2 inh 1, LRH-1 inv ag 16, SRC2 inh -7, C8 TRAIL sens 4, SRC1 inh 0, TROY NFkB inh 9, NCOA3 inh -9 and TLR9-MyD88 block -4.
O=C(Nc1nnc(CSCc2ccccc2F)s1)c1cccc([N+](=O)[O-])c1 was read as LMP1 NFkB inh -1, Vif imaging -8, NR2F2 inh 8, NOD2-RIPK2 inh -13, LRH-1 inv ag 3, SRC2 inh 13, C8 TRAIL sens 10, SRC1 inh 7, TROY NFkB inh 24, NCOA3 inh -8 and TLR9-MyD88 block 6.
Screening O=C(/C(C=Nc1ccc(F)cc1)=C(/O)c1ccco1)C(F)(F)F returned LMP1 NFkB inh -37, Vif imaging 5, NR2F2 inh -4, NOD2-RIPK2 inh 8, LRH-1 inv ag -119, SRC2 inh -50, C8 TRAIL sens 15, SRC1 inh -107, TROY NFkB inh -12, NCOA3 inh -79 and TLR9-MyD88 block 5.
Screening O=C(O)c1[nH]c2ccccc2c1C(c1c(F)cccc1Cl)c1c(C(=O)O)[nH]c2ccccc12 returned LMP1 NFkB inh -4, Vif imaging -1, NR2F2 inh -6, NOD2-RIPK2 inh -14, LRH-1 inv ag 0, SRC2 inh -33, C8 TRAIL sens -1, SRC1 inh -9, TROY NFkB inh 26, NCOA3 inh -8 and TLR9-MyD88 block 4.
For N#C/C(=C\c1ccc(O)cc1)C(=O)NCc1ccccc1 the results were LMP1 NFkB inh 0, NR2F2 inh -5, NOD2-RIPK2 inh 5, LRH-1 inv ag -8, SRC2 inh 9, C8 TRAIL sens -17, SRC1 inh -3, TROY NFkB inh -19, NCOA3 inh 0 and TLR9-MyD88 block 4.
For CC(=O)c1ccc(NC(=O)COC(=O)C2CC3C=CC2C3)cc1 (stereo not drawn) the results were LMP1 NFkB inh -12, Vif imaging 10, NR2F2 inh -22, NOD2-RIPK2 inh -6, LRH-1 inv ag -36, SRC2 inh -52, C8 TRAIL sens -6, SRC1 inh -10, TROY NFkB inh -47, NCOA3 inh -32 and TLR9-MyD88 block -10.
`COc1ccc(OC)c(C(=O)NC(CC(N)=O)c2ccc(N3CCC(Cc4ccccc4)CC3)c([N+](=O)[O-])c2)c1` (stereo not drawn) gave LMP1 NFkB inh 5, Vif imaging -4, NR2F2 inh 13, NOD2-RIPK2 inh -7, LRH-1 inv ag -16, SRC2 inh 2, C8 TRAIL sens -25, SRC1 inh 1, TROY NFkB inh 20, NCOA3 inh 11 and TLR9-MyD88 block 11.
For O=C1CN(c2ccccc2)C(=S)N1c1ccccc1 the results were LMP1 NFkB inh 7, Vif imaging -6, NR2F2 inh -37, NOD2-RIPK2 inh 0, LRH-1 inv ag -24, SRC2 inh -2, C8 TRAIL sens -6, SRC1 inh -17, TROY NFkB inh -69, NCOA3 inh 0 and TLR9-MyD88 block -8.
CC(=C/c1ccc(C(C)C)cc1)/C=N/NC(=O)Cn1nnnc1N was read as LMP1 NFkB inh -1, Vif imaging -2, NR2F2 inh 10, NOD2-RIPK2 inh -13, LRH-1 inv ag -19, SRC2 inh -8, C8 TRAIL sens 0, SRC1 inh 2, TROY NFkB inh -16, NCOA3 inh 4 and TLR9-MyD88 block -1.
CCOc1ccccc1NC(=O)Cc1coc2cc(C)ccc12 was read as LMP1 NFkB inh -1, Vif imaging -7, NR2F2 inh 3, NOD2-RIPK2 inh 4, LRH-1 inv ag 0, SRC2 inh -8, C8 TRAIL sens -5, SRC1 inh 5, TROY NFkB inh -1, NCOA3 inh 5 and TLR9-MyD88 block 2.
Screening CC(C)(C)Nc1nc(Cl)nc(N(C#N)CN2C(=O)c3ccccc3S2(=O)=O)n1 returned LMP1 NFkB inh 12, Vif imaging 2, NR2F2 inh -10, NOD2-RIPK2 inh 9, LRH-1 inv ag 0, SRC2 inh -6, C8 TRAIL sens 0, SRC1 inh -8, TROY NFkB inh -14, NCOA3 inh 10 and TLR9-MyD88 block 1.
CN(C)Cc1nc2ccccc2c(=O)n1Cc1nc(-c2cccc([N+](=O)[O-])c2)cs1 was read as LMP1 NFkB inh 14, Vif imaging 10, NR2F2 inh 8, NOD2-RIPK2 inh -3, LRH-1 inv ag 18, SRC2 inh -14, C8 TRAIL sens 1, SRC1 inh 0, TROY NFkB inh 28, NCOA3 inh -11 and TLR9-MyD88 block 11.
`COc1ccc(Cl)cc1NC(=O)CSc1nc(Nc2ccccc2)nc(N2CCOCC2)n1` gave LMP1 NFkB inh -15, Vif imaging -10, NR2F2 inh -14, NOD2-RIPK2 inh -8, LRH-1 inv ag -1, SRC2 inh -13, C8 TRAIL sens 1, SRC1 inh 0, TROY NFkB inh -21, NCOA3 inh 5 and TLR9-MyD88 block 6.
`CN(Cc1cccs1)C(=O)c1cc(S(=O)(=O)N2CCOCC2)ccc1N1CCCC1` gave LMP1 NFkB inh -7, Vif imaging 5, NR2F2 inh -8, NOD2-RIPK2 inh 2, LRH-1 inv ag -4, SRC2 inh -4, C8 TRAIL sens 9, SRC1 inh 1, TROY NFkB inh -2, NCOA3 inh 1 and TLR9-MyD88 block -10.

Not a retest: four of the compounds above.
For CC(=O)c1ccc(NC(=O)COC(=O)C2CC3C=CC2C3)cc1 (stereo not drawn) the results were LMP1 NFkB inh -12, Vif imaging 10, NR2F2 inh -22, NOD2-RIPK2 inh -6, LRH-1 inv ag -36, SRC2 inh -52, C8 TRAIL sens -6, SRC1 inh -10, TROY NFkB inh -47, NCOA3 inh -32 and TLR9-MyD88 block -10.
`COc1ccc(OC)c(C(=O)NC(CC(N)=O)c2ccc(N3CCC(Cc4ccccc4)CC3)c([N+](=O)[O-])c2)c1` (stereo not drawn) gave LMP1 NFkB inh 5, Vif imaging -4, NR2F2 inh 13, NOD2-RIPK2 inh -7, LRH-1 inv ag -16, SRC2 inh 2, C8 TRAIL sens -25, SRC1 inh 1, TROY NFkB inh 20, NCOA3 inh 11 and TLR9-MyD88 block 11.
For O=C1CN(c2ccccc2)C(=S)N1c1ccccc1 the results were LMP1 NFkB inh 7, Vif imaging -6, NR2F2 inh -37, NOD2-RIPK2 inh 0, LRH-1 inv ag -24, SRC2 inh -2, C8 TRAIL sens -6, SRC1 inh -17, TROY NFkB inh -69, NCOA3 inh 0 and TLR9-MyD88 block -8.
CC(=C/c1ccc(C(C)C)cc1)/C=N/NC(=O)Cn1nnnc1N was read as LMP1 NFkB inh -1, Vif imaging -2, NR2F2 inh 10, NOD2-RIPK2 inh -13, LRH-1 inv ag -19, SRC2 inh -8, C8 TRAIL sens 0, SRC1 inh 2, TROY NFkB inh -16, NCOA3 inh 4 and TLR9-MyD88 block -1.

The results go on.
For CC(NC(=O)CSc1nnc2n1CCCCC2)c1ccccc1Cl (stereo not drawn) the results were LMP1 NFkB inh -4, Vif imaging 0, NR2F2 inh 12, NOD2-RIPK2 inh 4, LRH-1 inv ag -17, SRC2 inh -56, C8 TRAIL sens -1, SRC1 inh -9, TROY NFkB inh -3, NCOA3 inh 10 and TLR9-MyD88 block 0.
Cc1ccc(C(=O)Nc2ccc(N3CCN(C(=O)c4ccco4)CC3)cc2)cc1 was read as LMP1 NFkB inh 9, Vif imaging -8, NR2F2 inh 6, NOD2-RIPK2 inh -8, LRH-1 inv ag 3, SRC2 inh -5, C8 TRAIL sens -4, SRC1 inh -7, TROY NFkB inh 0, NCOA3 inh 7 and TLR9-MyD88 block 10.
`Cc1cn2c(nc(=O)c3cccnc32)s1` gave LMP1 NFkB inh -36, Vif imaging 1, NR2F2 inh 4, NOD2-RIPK2 inh 10, LRH-1 inv ag 16, SRC2 inh 3, C8 TRAIL sens -7, SRC1 inh 1, TROY NFkB inh -5, NCOA3 inh 14 and TLR9-MyD88 block 4.
Cc1cc(C)n(C(=O)CNc2ccc(C)c(C)c2)n1 was read as LMP1 NFkB inh -17, Vif imaging 1, NR2F2 inh -10, NOD2-RIPK2 inh -2, LRH-1 inv ag -17, SRC2 inh -3, C8 TRAIL sens -12, SRC1 inh -16, TROY NFkB inh -54, NCOA3 inh -7 and TLR9-MyD88 block -1.
Screening CC(C)CN(C(=O)CSc1nncs1)c1c(N)n(CC(C)C)c(=O)[nH]c1=O returned LMP1 NFkB inh 1, NR2F2 inh 8, NOD2-RIPK2 inh -11, LRH-1 inv ag 7, SRC2 inh -19, C8 TRAIL sens -8, SRC1 inh -4, TROY NFkB inh -67, NCOA3 inh 3 and TLR9-MyD88 block 1.
For Cc1ccc(S(=O)(=O)N(C)CC(=O)Nc2ccncc2)cc1 the results were LMP1 NFkB inh 5, Vif imaging -3, NR2F2 inh 1, NOD2-RIPK2 inh 1, LRH-1 inv ag -15, SRC2 inh 7, C8 TRAIL sens 6, SRC1 inh -7, TROY NFkB inh 13, NCOA3 inh -10 and TLR9-MyD88 block 2.
Screening COC(=O)c1cc2occc2n1CC(=O)Nc1cc(OC)cc(OC)c1 returned LMP1 NFkB inh -9, Vif imaging 0, NR2F2 inh -3, NOD2-RIPK2 inh -1, LRH-1 inv ag 2, SRC2 inh 4, C8 TRAIL sens 6, SRC1 inh -1, TROY NFkB inh 5, NCOA3 inh 3 and TLR9-MyD88 block -1.
Screening O=C1c2ccccc2-c2onc3ccc(N4CCCC4)c1c23 returned LMP1 NFkB inh -5, Vif imaging -8, NR2F2 inh 1, NOD2-RIPK2 inh -10, LRH-1 inv ag 8, SRC2 inh 8, C8 TRAIL sens -2, SRC1 inh -9, TROY NFkB inh -25, NCOA3 inh 17 and TLR9-MyD88 block 1.
CN(C)S(=O)(=O)c1ccc(Oc2ccc(S(=O)(=O)N(C)C)cc2)cc1 was read as LMP1 NFkB inh 13, Vif imaging -22, NOD2-RIPK2 inh -11, LRH-1 inv ag 26, C8 TRAIL sens 12, SRC1 inh 21, TROY NFkB inh -1, NCOA3 inh 26 and TLR9-MyD88 block -6.
Screening CC(=O)Nc1ccc(C(=O)N/N=C/c2cccnc2)cc1 returned LMP1 NFkB inh 8, Vif imaging 9, NR2F2 inh 1, NOD2-RIPK2 inh 2, LRH-1 inv ag 7, SRC2 inh -4, C8 TRAIL sens 5, SRC1 inh 17, TROY NFkB inh 5, NCOA3 inh 13 and TLR9-MyD88 block 13.

Bioassay records deposited in PubChem BioAssay by several laboratories.
